# Source: PubChem BioAssay (several laboratories)
# BB579 growth dn = reduces growth of yeast BB579 in restrictive medium; S. cerevisiae BB579 growth, OD615, 48 h; inhibition, % at 10 µM; actives 0.51% (n = 140,000); AID 804;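 active means inhibition above a set limit, 3 SD over the mean compound inhibition, cut at about 44% in these data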; further: inactives centre near -24
#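 Test system: DeaD yeast strain BB579 / Buffer or medium: restrictive glucose-based CSMM-D medium / Doses: single 10 µM dose / Schedule: 4 h cell preincubation, 48 h compound exposure, 30 °C humidified / Technique: culture absorbance at 615 nm / Controls: amphotericin B positive control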
# PTEN del growth = suppresses growth of cells with PTEN deletion; HCT116 PTEN-null viability, CellTiter-Glo, 60 h; stronger effect = lower value; viability, % at 10 µM; actives 1.2% (n = 140,000); AID 827;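 active means viability at or below a set limit, 4 SD under the median of all tested compounds, cut at about 3.7% in these data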;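 further: PTEN knockout HCT116 line with beta catenin targeted HCT116 as companion control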
# GALR2 blocker = antagonists of human galanin receptor 2 (GALR2); inhibition, % at 4 µM; AID 828; actives 0.39% (n = 140,000); GALR2-expressing cells, antagonist mode; in the data active means inhibition above about 27%;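 further: cells stimulated with galanin 1-16 at roughly its EC80; 0% = agonist challenge control and 100% = basal control without agonist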
# Target sequence (O43603 whole entry, looked up): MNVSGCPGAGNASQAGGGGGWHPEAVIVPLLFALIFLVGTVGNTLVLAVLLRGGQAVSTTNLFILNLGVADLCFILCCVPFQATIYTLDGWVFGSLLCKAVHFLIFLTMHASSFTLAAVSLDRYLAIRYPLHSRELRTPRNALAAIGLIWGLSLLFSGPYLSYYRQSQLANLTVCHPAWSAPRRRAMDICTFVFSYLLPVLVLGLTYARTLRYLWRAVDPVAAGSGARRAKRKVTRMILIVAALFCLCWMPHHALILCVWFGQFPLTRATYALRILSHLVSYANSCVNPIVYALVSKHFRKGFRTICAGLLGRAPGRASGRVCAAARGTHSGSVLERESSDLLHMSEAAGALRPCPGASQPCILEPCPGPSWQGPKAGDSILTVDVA
# MRP1 act = activates MRP-1 | H69AR cells + doxorubicin, viability rescue, CellTiter-Glo | actives 0.61% (n = 140,000) | viability increase, % at 10 µM;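 active means viability gain under doxorubicin at or above a set limit, the compound median plus 3 SD, cut at about 4.7% in these data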;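 further: MRP-1 overexpressing cells given doxorubicin 25 µM after compound pretreatment; 18-22 h compound pretreatment then 72 h with doxorubicin before readout; 0% = doxorubicin-only wells and 100% = vehicle-treated cells without doxorubicin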
# HCT116 bCat-KO = beta-catenin-lacking colon tumor cell growth suppression; AID 818; HCT116 beta-catenin knockout viability, CellTiter-Glo, 60 h; stronger effect = lower value; viability, % at 10 µM; actives 1.5% (n = 140,000);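 active means viability at or under a set limit, the compound median less 4 SD, cut at about 6% in these data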;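 further: 0% = Hyamine 1622 control at 20 µM and 100% = untreated cell control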
# Yeast lifespan up = extends the lifespan of yeast; S. cerevisiae growth with nicotinamide, OD615; deaD strain in restrictive glucose medium; inhibition of the nicotinamide effect, % at 10 µM; actives 0.68% (n = 130,000); AID 775;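 active means inhibition above a set limit, placed 3 SD over the median of all compounds, cut at about 26% in these data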;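 further: 0% = nicotinamide-treated wells and 100% = cells grown without nicotinamide; some compounds called inactive have numbers as strong as hits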
#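 Test system: DeaD-strain S. cerevisiae / Buffer or medium: restrictive glucose medium / Also added: nicotinamide 1.5 mM / Doses: one concentration, 10 µM, DMSO 0.25% / Schedule: 48 h at 30 °C / Signal: OD615 measurement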
# E-sel TNF inh = TNF alpha driven E-selectin expression inhibition. HUVEC TNFa-induced E-selectin immunofluorescence, high content. inhibition, % at 2 µM. actives 0.71% (n = 120,000);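 active means inhibition above the batch mean plus 3 SD, and confirmed as a hit on visual image review, cut at about 43% in these data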;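 further: 0% = TNF-stimulated DMSO wells and 100% = unstimulated control wells; not every result past the cut was called active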
# NPY-Y2 antag = NPY-Y2 (human) receptor antagonism; P49146; NPY-Y2 expressing cells, antagonist mode; inhibition, % at 2.7 µM; actives 0.99% (n = 140,000); AID 793; in the data active means inhibition above about 17%;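 further: 0% = vehicle with agonist challenge and 100% = reference antagonist with challenge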
# Target sequence (P49146 whole entry, looked up): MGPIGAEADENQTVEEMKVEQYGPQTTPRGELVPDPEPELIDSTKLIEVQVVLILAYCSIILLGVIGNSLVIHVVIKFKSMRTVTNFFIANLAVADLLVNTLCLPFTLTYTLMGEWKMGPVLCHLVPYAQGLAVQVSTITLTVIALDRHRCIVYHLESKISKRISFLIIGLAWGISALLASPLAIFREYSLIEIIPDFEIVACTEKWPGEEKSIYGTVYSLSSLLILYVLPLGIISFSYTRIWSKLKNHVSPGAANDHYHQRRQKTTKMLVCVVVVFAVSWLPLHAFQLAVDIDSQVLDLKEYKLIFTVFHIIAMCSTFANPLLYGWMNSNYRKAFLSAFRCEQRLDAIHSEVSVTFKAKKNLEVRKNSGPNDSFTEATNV
# Phagocytosis inh = macrophage phagocytosis inhibition; J774A.1 macrophage IgG-bead phagocytosis, imaging; actives 0.07% (n = 110,000); AID 1029; inhibition, % at 5 µM;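 active means inhibition above the mean of the plate negative controls plus 5 SD, cut at about 13% in these data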;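 further: phagocytic index as fraction of beads internalized from green versus red external bead signal; plate controls were DMSO negative control for no effect and cytochalasin-D positive control for full effect; some results beyond the cut were filed as inactive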
# Measles CPE = protection of cells from measles virus; Measles virus-infected cells, CPE protection, absorbance; protection (pct of control), % at 4 µM; actives 1.5% (n = 140,000); AID 841; in the data active means protection mostly above about 24%, no sharp cut-off; inactive means mostly below about 26%; further: some compounds called inactive have numbers as strong as hits
# * marks the source's active call; other numbers are inactive results; x = no result given. Compounds as they come, and some 6.1% of all compounds hit somewhere here.
SMILES,BB579 growth dn,PTEN del growth,GALR2 blocker,MRP1 act,HCT116 bCat-KO,Yeast lifespan up,E-sel TNF inh,NPY-Y2 antag,Phagocytosis inh,Measles CPE
CCN(CC)CCOC(=O)c1ccc(NC(=O)CNC(=O)C2CCCCC2)cc1,-10,102,2,1.8,89,4,x,1,-4,3
CCCC(=O)NC(c1ccccc1Cl)c1c(O)ccc2ccccc12 (centres undefined),-30,49,6,-3.5,61,-2,x,-1,-9,5
N#Cc1c(SCC(=O)O)nc(-c2ccccc2)c2c1CCCC2,-27,96,-1,-1.4,100,-4,-6,-1,-4,7
O=C(Nc1nnc(SCc2cccc3ccccc23)s1)C1COc2ccccc2O1 (centres undefined),-45,92,-8,1.3,75,4,-7,2,-8,28
O=C(CSc1nnc(-c2cccnc2)o1)Nc1ccccn1,14,89,5,-0.4,91,-4,-16,-1,3,26
Cc1oc(/C=N/NS(=O)(=O)c2ccccc2)cc1Br,-25,76,8,1.5,66,6,-16,2,x,12
CSc1nnc(Cn2c(=O)sc3ccccc32)n1CCc1ccccc1,-28,94,4,-0.8,95,0,x,1,0,5
Cc1cccc(CCNC(=O)CCc2nc(-c3ccccc3F)no2)c1,-40,79,-1,-1.7,80,-11,15,8,-1,11
CCn1c(=O)cc(SCC(=O)Nc2ccc3c(c2)OCO3)c2ccccc21,-20,103,-3,-1.8,107,17,14,1,-1,4
Cc1noc(NS(=O)(=O)c2ccc(NC(=O)Nc3ccc(Cl)c(Cl)c3)cc2)c1C,-20,93,-1,1.6,89,-8,4,4,3,4
O=C(NCc1ccc(F)cc1)C(=O)NCC1OCCN1C(=O)c1ccc(Cl)cc1 (centres undefined),3,104,20,-0.1,95,1,-9,1,x,13
COc1cccc(-c2noc(N)c2C#N)c1,-14,96,-10,-4.5,91,-6,x,2,-2,5
CCOc1ccc(C(O)c2nccn2C)cc1 (centres undefined),-7,106,0,0.9,97,-8,10,1,x,3
Cc1nnc(NC(=O)c2cccc(NC(=O)C(C)C)c2)s1,-16,106,3,-0.6,98,-19,-12,1,-3,5
CCOC(=O)C1CCN(c2c(NCCCN(C)C3CCCCC3)c(=O)c2=O)CC1,-30,110,9,-2.0,85,0,4,3,0,14
CCCN1C(=O)CN(C2CCCCCC2)C(=O)C1c1ccc(C)cc1 (centres undefined),-36,94,6,-3.5,92,-14,-10,2,x,6
Cc1cccc(N2CCN(C(=O)c3ccc(N4CCCC4=O)cc3)CC2C)c1 (centres undefined),-50,97,-8,-0.1,87,-8,x,-1,x,7
O=C(CSc1nc(O)c(Cc2ccccc2)c(=O)[nH]1)Nc1ccccc1,14,101,5,-2.8,94,-5,2,3,-5,1
CC1(C)CNC(=O)c2sc(N3CCOCC3)nc2C1,-48,97,-15,-4.2,92,-9,-4,1,2,9
COC(=O)C1=C(C(=O)OC)SC(=C2C(=S)C(C)(C)N(C(=O)C(C)C)c3ccccc32)S1,-24,76,-14,-2.9,78,35*,-3,5,-2,2
CCN(c1ccccc1)S(=O)(=O)c1ccc(NC(=S)NC(=O)c2ccc(Br)o2)cc1,-21,84,10,-1.7,65,-14,11,4,5,4
COC(=O)c1ccccc1NC(=S)NC(=O)c1ccccc1C,-19,87,2,-2.8,92,-6,-60,2,5,17
COc1ccccc1CNC(=O)Cn1cnc2ccccc2c1=O,-8,101,-5,-1.5,102,-8,x,0,-1,16
COc1ccc(-c2nc(-c3ccncc3)no2)cc1OC,-16,90,-6,-2.2,112,-25,-42,2,0,17
CC(c1ccccc1)n1cc(C(=O)NCC2COc3ccccc3O2)nn1 (centres undefined),-38,67,-1,1.4,72,-4,-14,7,x,9
# (cont.)
SMILES,BB579 growth dn,PTEN del growth,GALR2 blocker,MRP1 act,HCT116 bCat-KO,Yeast lifespan up,E-sel TNF inh,NPY-Y2 antag,Phagocytosis inh,Measles CPE
Cc1ccc(NC2=CC(=O)CC(c3ccccc3)C2)cc1 (centres undefined),-49,17,-7,-3.6,19,-4,x,4,-2,3
CCOc1ccc(CN2CCNC(=O)C2CC(=O)OC)cc1 (centres undefined),-30,101,-7,-0.9,106,-13,-6,1,1,2
COc1ccccc1NC(=O)N1CCN(c2cccc(C(F)(F)F)c2)CC1,-57,83,-5,0.9,85,-22,-21,7,x,8
O=C(CCn1c(=O)[nH]c2ccccc2c1=O)Nc1ccccc1,-26,89,-5,1.6,86,-8,-4,0,2,4
Cc1nc(SCC(=O)N2CCCc3ccccc32)c2oc3ccccc3c2n1,-20,68,0,-1.0,70,-3,-5,2,-1,3
COc1ccc(CCNC(=O)C(=O)NCc2ccc(C(C)C)cc2)cc1OC,-26,22,5,-4.2,21,-12,4,-2,-6,4
Cc1cc(C)c2c(N=NN3CCCCC3)[nH]nc2n1,85*,94,4,-1.8,101,-8,x,0,-1,26
CC1=CC(C)(C)Nc2ccc(OC(=O)C(Cc3ccccc3)N3C(=O)C4CCCCC4C3=O)cc21 (centres undefined),-50,46,-2,-1.7,45,-12,5,-2,0,18
CC1CN(C(=S)SCC(=O)c2ccccc2)CC(C)O1 (centres undefined),11,90,-2,1.3,91,0,x,1,-4,x
CCCc1nc2c(=O)n(C)c(=O)[nH]c2n1C,-36,96,11,-2.4,100,-6,x,-3,-1,1
Cc1ccc(OCC(O)CN2CCN(CC(O)COc3ccc(C)cc3)CC2)cc1 (centres undefined),-38,97,-1,-1.4,89,-3,-10,13,0,4
O=C(CN(c1ccccc1)S(=O)(=O)c1ccccc1)Nc1ccccc1C(=O)NCc1ccco1,-40,79,-2,-2.7,84,-4,x,-1,-1,9
COc1ccc(N2CCN(c3nc(Nc4ccc(F)cc4)nc(OC)n3)CC2)cc1,-13,85,6,-3.7,88,-21,-3,5,x,4
COc1ccc(C2(O)CCN(C(=O)Cc3cccnc3)CC2)cc1,-7,108,2,-0.8,99,-10,-35,1,-2,14
CC1CCCCN1CC(=O)NC(=O)NCc1ccccc1 (centres undefined),-2,103,-6,0.5,96,4,x,1,-2,6
CC(=O)c1c(C)nn(CC(O)Cn2c3c(c4cc(C)ccc42)CCCC3=O)c1C (centres undefined),-34,85,-5,0.1,83,-1,-8,0,0,15
O=C(Cn1cnc2c(cnn2-c2ccccc2)c1=O)NCCc1ccccc1,-32,94,-10,-0.7,92,-1,-3,3,x,9
N#Cc1cc(C(=O)c2ccccc2OCC(=O)Nc2ccccc2)cn(C2CCCCC2)c1=O,-31,92,6,-0.7,96,3,x,0,-5,12
O=C(COc1ccc([N+](=O)[O-])cc1)NN=C1CCCC1,-26,88,8,-3.1,88,-5,-12,1,x,37
Cc1ccc(-c2nnn(CC(=O)Nc3ccccc3-c3ccccc3)n2)c(-n2cnnn2)c1,-12,78,14,-1.6,84,-3,30,14,-1,42*
O=C(Nc1ccccn1)c1ccc2ccccc2n1,0,73,14,-4.9,70,-28,-25,0,0,5
O=c1cc(-c2ccccc2)nc(N2CCCCC2)[nH]1,-20,93,2,0.1,94,-17,11,0,1,16
CS(=O)(=O)N(CC(=O)Nc1cc(Cl)ccc1Cl)c1ccccc1Cl,-83,80,1,0.3,82,19,-14,3,0,9
COc1cccc(C(=O)Nc2cccc(SC)c2)c1,-28,102,3,-2.7,91,-33,25,7,0,10
CC(C)C(c1nnnn1C1CCCCC1)N1CCN(c2ncccn2)CC1 (centres undefined),-9,84,-7,-2.7,90,-3,-7,2,-4,2
# New compounds follow:
SMILES,BB579 growth dn,PTEN del growth,GALR2 blocker,MRP1 act,HCT116 bCat-KO,Yeast lifespan up,E-sel TNF inh,NPY-Y2 antag,Phagocytosis inh,Measles CPE
Cc1ccc(S(=O)(=O)NNC(=O)C2Cc3c(ccc4ccccc34)O2)cc1 (centres undefined),-9,97,5,-2.4,82,-3,30,7,x,2
Cc1cccc(-c2nc(CS(=O)CC(=O)NC3CCCC3)c(C)o2)c1 (centres undefined),-25,93,4,-0.8,79,-10,6,2,0,9
COCn1c(COc2ccc3ccccc3c2)nc2ccccc21,-19,86,10,0.2,80,x,-11,7,x,9
O=C(CN(Cc1ccccc1F)C(=O)Cn1nnc(-c2cccs2)n1)NCC1CCCO1 (centres undefined),-43,91,14,-2.8,88,-21,-52,3,0,5
COCCn1c(COc2cccc(OC)c2)nnc1SCC(=O)N1CCOCC1,4,87,-4,-2.2,77,-18,x,0,-2,15
Clc1ccccc1-c1nnc2sc(-c3ccc(Br)o3)nn12,-21,76,-15,1.4,82,-7,6,2,-2,2
CC(=O)N(CCN(C(C)=O)c1ccccc1)c1ccccc1,8,107,-6,-1.0,95,-18,-15,3,2,6
O=C(Nc1cc(Cl)cc(Cl)c1)c1ccc(Cn2c(=O)[nH]c3ccsc3c2=O)cc1,-24,82,-2,-4.0,71,13,38,-14,x,9
Cc1ccc(C(=O)N/C(=C/c2ccc(Cl)cc2)C(=O)NCC2CCCO2)cc1 (centres undefined),-50,91,-5,-1.5,85,2,x,1,-13,7
CCOC(=O)c1c(C)[nH]c(C(=O)COC(=O)COc2ccccc2C)c1C,-10,103,-16,-1.2,80,7,x,2,3,5
CS(=O)(=O)N(CC(=O)N1CCOCC1)Cc1ccc(Cl)cc1,-15,87,7,-1.1,91,-11,17,1,-1,3
CCc1nc(N2CCN(C(=O)c3ccccc3)CC2)c(C#N)c2c1COC(C)(C)C2,-31,60,-5,-3.2,61,-25,x,0,0,39
COc1ccccc1OC(C)c1nnc(SCC(=O)Nc2c(C)n(C)n(-c3ccccc3)c2=O)n1-c1ccccc1 (centres undefined),-2,98,-8,-0.7,86,-8,-6,0,x,18
COc1cc2c(cc1OC)CN(C(=O)Cc1ccc(OC)c(S(=O)(=O)N3CCOCC3)c1)CC2,-55,110,8,-0.6,98,-10,x,1,-1,16
COC(=O)C(C)C1Sc2ccccc2NC1=O (centres undefined),-26,90,-12,2.6,97,-1,-20,0,1,4
CCOC(=O)N1CCN(C(=O)c2oc3ccc(S(=O)(=O)N4CC(C)CC(C)C4)cc3c2C)CC1 (centres undefined),-43,31,-4,-3.2,15,-27,-1,-3,x,4
Cn1c(=O)c2c(nc(SCCCC#N)n2Cc2ccccc2F)n(C)c1=O,-44,91,0,-0.1,99,-2,x,5,2,17
Cc1ccc(NC(=O)NC(=O)CSc2nnnn2C)c(C)c1,-50,104,-2,0.7,127,-8,x,9,-1,2
O=S(=O)(c1cccs1)n1cnc2ccccc21,-58,99,5,-0.5,100,-9,x,1,0,5

# Quoted from the results shown, 2 compounds:
SMILES,BB579 growth dn,PTEN del growth,GALR2 blocker,MRP1 act,HCT116 bCat-KO,Yeast lifespan up,E-sel TNF inh,NPY-Y2 antag,Phagocytosis inh,Measles CPE
CCOC(=O)N1CCN(C(=O)c2oc3ccc(S(=O)(=O)N4CC(C)CC(C)C4)cc3c2C)CC1 (centres undefined),-43,31,-4,-3.2,15,-27,-1,-3,x,4
Cn1c(=O)c2c(nc(SCCCC#N)n2Cc2ccccc2F)n(C)c1=O,-44,91,0,-0.1,99,-2,x,5,2,17
